UTI89 phage lysis – inhibition of K1F phage lysis, E. coli UTI89, bacterial capsule biogenesis inhibitors, alamar blue (AID 488966). inhibition, % at 100 µM; hits with a dose series show IC50 in µM. 340,000 tested, 0.02% active. E. coli UTI89 K1F phage lysis, alamar blue, 2 h; higher % means a stronger effect;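 active = phage lysis inhibition, versus mean bacterial control, above a set limit; inconclusive = no clear call, values can overlap the other calls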;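 also: capsule biogenesis inhibitors block K1F phage lysis so surviving cells raise fluorescence; higher fluorescence means more inhibition of phage lysis; actives were called in the ten point dose series up to 300 µM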
* hit, by the source's call; i = inactive; u = inconclusive; [ ] = dose if it differs, or a comment. The list is partial. The share of hits here may be higher or lower than overall.

SMILES	UTI89 phage lysis
C=C[C@](C)(CC[C@@]1(C)C(C)CC(OC2OC(C)C(OC3OC(COC(C)=O)C(O)C(O)C3O)C(O)C2O)[C@@]2(C)C(C)=CCCC12)OC1OC(C)C(O[C@@H]2O[C@@H](C)C(O)C(O)[C@H]2O)C(O)C1O (stereo not given in full)	-0.3%
Cc1nn(CC(=O)NC2(C)CCS(=O)(=O)C2)c(C)c1S(=O)(=O)N(C)C (stereo not given)	0.8%[50 µM]
COc1cc2c(cc1OC)/C(=C/C(=O)c1ccccc1)NCC2	-0.1%[50 µM]
Cc1cc(N2CCN(C(=O)/C=C/C(=O)O)CC2)c2ccccc2n1	0.0%
O=C(N[C@@H](Cc1c[nH]c2ccccc12)C(=O)O)C1CCN(S(=O)(=O)c2ccc(Cl)cc2)CC1	0.0%
COc1ccc(CNC(=O)[C@H](C)NC(=O)C2CCN(S(=O)(=O)c3ccccc3)CC2)cc1	0.1%
O=C(COC(=O)c1cc(S(=O)(=O)N2CCCCC2)ccc1N1CCOCC1)c1ccccc1	-1.9%
CCc1ccc(NC(=O)[C@@H](NC(=O)[C@@H]2Cc3ccccc3CN2)C(C)CC)cc1 (stereo not given in full)	0.1%
CC(C)c1nnc(NC(=O)CCC(=O)N2CCN(Cc3ccc(F)cc3)CC2)s1	0.1%
CCOc1ccc(NC(=O)C2CCCN(S(=O)(=O)c3ccc4c(c3)CCCN4C(C)=O)C2)cc1 (stereo not given)	0.5%
CN(C(=O)CSc1ccncc1)C1CCCN(Cc2ccccc2F)C1 (stereo not given)	-0.3%
O=C(Nc1nc2c(F)cc(F)cc2s1)C1CCN(C(=O)c2ccc(F)cc2)CC1	1.5%[50 µM]
Cc1ccc(N2C(=O)CC(Sc3ncccn3)C2=O)cc1C (stereo not given)	0.1%
Fc1ccc2c(c1)c1n[nH]c(=S)nc1n2CCc1ccccc1	0.0%
COCCCn1c(SCC(=O)Nc2oc(C)c3c(C)n[nH]c(=O)c23)nc2sc3c(c2c1=O)CCC3	0.9%[50 µM]
Cc1cc(C)c(NC(=O)CNC(=O)COC(=O)Cc2cccs2)c(C)c1	1.2%[50 µM]
O=C(COC(=O)c1cc(S(=O)(=O)N2CCOCC2)ccc1Cl)NCc1ccccc1	1.8%
O=c1[nH][nH]c(-c2ccccc2)c1-c1ccccc1	-2.1%
Cc1cccc(N(CC(=O)NCc2ccco2)C(=O)CCC(=O)Nc2nccs2)c1C	-0.2%
CC(C)N(Cc1ccccc1)C(=O)COc1ccccc1	-0.6%
C[C@H](NC(=O)[C@H]1N2C(=O)c3ccccc3C2SC1(C)C)C(=O)N1CCN(C)CC1 (stereo not given in full)	-0.3%
Cc1noc(C)c1NC(=O)Nc1ccc2c(c1)CC(=O)N([C@H](C)CO)C[C@@H](C)[C@H](CN(C)CC1CCCCC1)O2	1.3%
COc1cc(C(=O)Nc2scc(-c3ccc(C)cc3)c2C(=O)O)cc(OC)c1OC	0.1%
COCc1nnc(NC(=O)c2cc3ccccc3o2)s1	i
CC(=O)N=c1scc(-c2ccccc2)n1-c1cccc(O)c1	0.1%
(further entries)
SMILES	UTI89 phage lysis
COc1ccccc1OC(C)C(=O)Nc1ccc(S(=O)(=O)Nc2nccs2)cc1 (stereo not given)	-0.2%
O=C(C1CCCN(S(=O)(=O)c2ccc([N+](=O)[O-])cc2)C1)N1CCCCC1 (stereo not given)	0.7%[50 µM]
CCSc1ccccc1C(=O)N1CCC2(CC1)CC(=O)c1ccccc1O2	0.6%[50 µM]
COc1ccc(CC(=O)N2CCC(n3nccc3NC(=O)C3CC3)CC2)cc1	-0.2%[50 µM]
CCN1C[C@@H]2[C@@H]3C(=O)N(C)C(=O)[C@@H]3[C@](CC)(C(=O)OC)N2C1=NCc1ccccc1	0.2%
Clc1ccc(-c2cn3cc(Cl)ccc3n2)cc1	0.5%
CCN(CC(=O)NCc1ccccn1)S(=O)(=O)c1ccc(OC)cc1	0.4%
CCC(C)(C)NC(=O)CN(C(=O)CCC(=O)Nc1nccs1)c1cccc(C)c1	-0.2%
COCCCNC(=O)C[C@H]1C[C@H](C(=O)N2CCCCC2)[C@@]2(CCc3ccccc3)c3[nH]c4ccc(Cl)cc4c3CCN2C1=O	0.2%
COC(=O)c1cccc(NC(=O)CN2CCc3ccccc3C2)c1	0.1%
COc1ccc(NC(=O)CN(C)C(=O)c2ccc(COc3ccccc3)o2)cc1	1.2%[50 µM]
Cc1ccc(NC(=S)N2CCC(NC(=O)c3ccc(F)cc3)CC2)cc1	-1.1%
CCCCN(CC)CCCNC(=O)c1cc2c(=O)n(CC)c3ccccc3c2s1	0.7%
CCC1Oc2ccccc2N(CC(=O)NCCCN2CCN(c3ccc(OC)cc3)CC2)C1=O (stereo not given)	0.2%
CCCCN(Cc1nc2ccccc2c(=O)[nH]1)C(=O)c1nn(C)c(=O)c2ccccc12	0.1%[50 µM]
CC(C)Cn1c(N)c(C(=O)COC(=O)C2CC(=O)N(c3ccc4c(c3)OCCO4)C2)c(=O)n(C)c1=O (stereo not given)	1.4%[50 µM]
CC(C)CC(=O)Nc1ccc2c(c1)nc(CCN1CCOCC1)n2C	0.2%
CCC(CC)CN1C(Nc2ccccc2)=NC[C@@H]1C	0.3%
CCc1nc2ccccc2n1CC(=O)NC1CCS(=O)(=O)C1 (stereo not given)	2.5%
Cc1ccc(-n2nc(C)c3c2C(Br)C(C)(C)CC3=O)nc1 (stereo not given)	-0.1%
Cc1ccc(NC(=O)CN2CCCC2)cc1Br	0.3%
O=C(COC(=O)Cc1ccc(Cl)cc1)NCc1ccco1	0.5%
COc1ccc(CNC(=O)[C@@H](NC(=O)C2CCN(C(=O)[C@@H]3CCCN3C(=O)OC(C)(C)C)CC2)C(C)C)cc1	3.3%
CC1CCCCN1N=Nc1nc2c([nH]1)c(=O)n(C)c(=O)n2C (stereo not given)	-0.8%
CCOc1ccc(C2(C)NC(=O)N(CCN(C)C)C2=O)cc1 (stereo not given)	0.0%
(next part)
SMILES	UTI89 phage lysis
O=C(N[C@@H](Cc1ccccc1)C(=O)NCc1ccc(F)cc1)C1CCNCC1	0.0%
COc1ccc(Cn2c(=N)c(C(=O)NC3CCCCC3)cc3c(=O)n4ccccc4nc32)cc1	0.2%
COc1cccc(/C=N/NC(=O)c2cc3c(OC)ccc(OC)c3[nH]2)c1O	0.1%
O=S(=O)(/N=C(/Nc1nccs1)c1ccc(F)cc1)c1ccccc1	0.8%
Cc1nc(SCc2ccc(F)cc2)n[nH]1	0.2%
COc1ccc(C2/C(=C(\O)c3ccc4c(c3)OCCO4)C(=O)C(=O)N2Cc2cccnc2)cc1 (stereo not given)	-0.1%
O=C(Oc1ccc(Cl)cc1)N1CCOCC1	1.0%
CCCCn1cnc2c(SCCc3ccccc3)nc(N)nc21	0.6%
Cc1ccsc1C(=O)NC1CCCCC1C (stereo not given)	1.1%[50 µM]
O=C(NCCCn1ccnc1)c1nc(Cn2cc([N+](=O)[O-])cn2)no1	0.5%
Cc1ccc(N2CCN(/N=C/c3cccnc3)CC2)cc1	1.1%[50 µM]
Nc1cnnc(N/N=C\c2ccccc2)c1Cl	-0.1%
c1ccc(CCN2CCN=C2Nc2ccccc2)cc1	-0.3%
Fc1cccc(/C=N/Nc2cc(N3CCOCC3)ncn2)c1	-0.1%
COc1ccc(/C=N/Nc2nc(C)nc(N)n2)cc1	0.5%[50 µM]
CCc1ccc(C(=O)CN2C(=O)NC3(CCc4ccccc43)C2=O)cc1 (stereo not given)	0.0%[50 µM]
O=C(NC(Cc1ccccc1)C(=O)O)/C(=C/c1ccc([N+](=O)[O-])cc1)NC(=O)c1ccc(Br)o1 (stereo not given)	0.5%
COc1ccc(S(=O)(=O)NCC(c2cccnc2)N2CCN(Cc3ccccc3)CC2)cc1 (stereo not given)	-0.1%
C=CCOc1ccc(/C=C\c2nc(O)c([N+](=O)[O-])c(=O)[nH]2)cc1OCC	0.1%
COc1ccc(CNC(=O)c2cc(=O)c3ccccc3o2)cc1	0.2%
COc1cccc2nc3c(C(=O)NCCN(C)C)cccc3cc12	u
COc1ccc(N2CC(NC(=O)N3CCN(C(=O)c4ccco4)CC3)CC2=O)cc1OC (stereo not given)	1.1%[50 µM]
COC(=O)c1ccc(NS(=O)(=O)c2ccc(S(=O)(=O)N3CCOCC3)cc2)cc1	0.4%[50 µM]
O=C(CCN1C(=O)c2ccccc2S1(=O)=O)NCc1ccccc1	1.3%[50 µM]
CCOC(=O)c1ccc2c(c1)C1C=CCC1C(C(=O)OCC)N2 (stereo not given)	-0.4%
Carrying on.
SMILES	UTI89 phage lysis
O=C1CCc2cc(NS(=O)(=O)c3ccccc3)cc3c2N1CC3	0.1%[50 µM]
COc1ccc(C(=O)/C=C/c2ccc(-c3ccccc3)cc2)cc1CSCC(=O)O	-0.3%
Cc1ccc2nc(SCC(=O)NCc3ccc4c(c3)OCO4)nc(=O)n2c1	1.2%[50 µM]
CNC(=O)/C(C#N)=C/c1c(N2CCCCCC2)nc2c(C)cccn2c1=O	0.0%
Cc1cnc(C(=O)OC(C(=O)c2c[nH]c3ccccc23)c2ccccc2)cn1 (stereo not given)	1.2%[50 µM]
CN(C(=O)COC(=O)c1ccccc1SCC(=O)N1CCCC1)c1ccccc1	-0.2%[50 µM]
O=C(CCN1CCN(c2ccccc2)CC1)c1ccc(Cl)cc1	0.3%
O=C(COc1ccccc1)N1CCN(S(=O)(=O)c2ccc(Br)cc2)CC1	0.0%
Oc1cccc(C=Nc2cccc3ccccc23)c1O	1.7%
COc1ccc(NC(=O)c2ccc(N3C(=O)C4CC=C(C)CC4C3=O)cc2)c(OC)c1 (stereo not given)	-0.6%[50 µM]
CC(=O)Nc1ccc(S(=O)(=O)NCCc2cn3nc(C)c(C)nc3n2)cc1	0.3%
COc1ccccc1C(O)(C(=O)N(NC(C)=O)c1ccccc1)c1ccccc1OC	-0.1%
NC(N)=NN=C1CCC(c2ccccc2)CC1 (stereo not given)	0.1%
CC(=O)CC(c1ccccc1)S(=O)(=O)c1ccc([N+](=O)[O-])cc1 (stereo not given)	-1.9%[50 µM]
CCOCCCn1c(SCC(=O)Nc2ccccc2)nc2ccccc2c1=O	-0.1%
CC(C)CN(C(=O)COC(=O)C12CC3CC(CC(Cl)(C3)C1)C2)c1c(N)n(Cc2ccccc2)c(=O)[nH]c1=O	1.2%[50 µM]
CCOC(=O)C1=CN(Cc2cccc(-c3ccc(Cl)nc3)c2)S(=O)(=O)N(C)C1C (stereo not given)	-0.3%
CCCCn1c(N)c(N(CC(C)C)C(=O)CSCC(=O)Nc2cccc(C)c2)c(=O)[nH]c1=O	0.9%[50 µM]
CCN(C(=O)COC(=O)C1CCC(C(C)(C)C)CC1)c1c(N)n(Cc2ccccc2)c(=O)[nH]c1=O (stereo not given)	0.7%[50 µM]
CCCCCN(C(=O)COC(=O)c1ccc(C)cc1)c1c(N)n(CCCC)c(=O)[nH]c1=O	0.4%[50 µM]
CN(CC1COc2ccccc2O1)C(=O)Cn1cc(C(F)(F)F)ccc1=O (stereo not given)	-0.3%[50 µM]
CCc1nn(C(CC)C(=O)NCc2cccc(OC)c2OC)c(=O)c2cc3occc3n12 (stereo not given)	0.2%
Cc1ccc(C)c(COC(=O)c2cc(S(=O)(=O)N3CCCCC3)ccc2N2CCOCC2)c1	0.6%[50 µM]
C[C@@H](c1ccccc1)N1C[C@H]2CCCN2c2cc(Br)ccc2S1(=O)=O	0.2%
COc1ccc(C(C(=O)NC2CCCC2)N(CCCO)C(=O)c2snc(C(N)=O)c2N)cc1 (stereo not given)	-0.9%
The list continues:
SMILES	UTI89 phage lysis
CCOC(=O)C1CCN(C(=O)/C=C/c2ccc3c(c2)OCO3)CC1	-2.2%
COc1ccc(C(=O)NCCNc2nc3ccc(C)cc3cc2C#N)cc1OC	6.3%
Cc1ccccc1-n1nnnc1SCC(=O)c1c(N)n(C2CC2)c(=O)[nH]c1=O	1.0%[50 µM]
Cc1ccc(S(=O)(=O)CCC(=O)OCC(=O)N2c3ccccc3CC2C)cc1 (stereo not given)	1.3%[50 µM]
CCCCN(C(=O)c1cc(-c2ccco2)nc2ccccc12)c1c(N)n(CCCC)c(=O)[nH]c1=O	1.3%[50 µM]
C=CCn1c(SCC(=O)Nc2nnc(C)s2)nnc1C1CC1	0.1%
CC(C)[C@H](NC(=O)N1CC(=O)Nc2ccccc21)C(=O)N1CCC[C@H]1C(=O)O	2.5%
O=C(N/N=C/c1cccn1-c1ccc(O)cc1)c1cccc2ccccc12	-0.1%
Cc1cc(C(=O)NC2CCCN(Cc3ccc(Cl)cc3)C2)n(C)n1 (stereo not given)	0.5%[50 µM]
Cc1nn(C(C)(C)C)c(NC(=O)c2ccccc2)c1C#N	0.2%
COc1ccc(CNC(=O)C[C@H]2C[C@H](C(=O)N3CCCCC3)[C@@]3(C)c4[nH]c5ccc(Cl)cc5c4CCN3C2=O)cc1OC	-0.2%
CC1CCCC(C)N1CCCNC(=O)C(=O)Nc1ccc2nc3n(c(=O)c2c1)CCCCC3 (stereo not given)	-0.1%
COc1ccccc1NC(=O)Cc1nnc(SCC(=O)NC2CCCC2)n1C	0.1%
